BB579 growth dn: growth inhibitors of yeast BB579 in restrictive medium, primary screen, yeast lifespan-shortening project, S. cerevisiae; OD615, 48 h; inhibition, % at 10 µM; 0.51% of 140,000 active; AID 804, 2007;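 active = inhibition above a set limit, 3 SD over the mean compound inhibition, cut at about 44% in these data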; note: inactives centre near -24
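System: DeaD yeast strain BB579; buffer or medium: CSMM-D dextrose restrictive medium; technique: OD at 615 nm; schedule: 4 h cell preincubation, 48 h compound exposure, 30 °C humidified; doses: single 10 µM dose; controls: amphotericin B 10 µg/mL, positive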
GALR2 blocker: GALR2 antagonists in receptor-expressing cells, primary screen; Galanin receptor type 2 (Homo sapiens), O43603; 0.39% of 140,000 active; antagonist mode; AID 828, 2007; inhibition, % at 4 µM; in the data active = inhibition above about 27%;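 note: cells stimulated with galanin 1-16 at roughly its EC80; 0% = agonist challenge control and 100% = basal control without agonist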
Target sequence (O43603 whole entry, looked up): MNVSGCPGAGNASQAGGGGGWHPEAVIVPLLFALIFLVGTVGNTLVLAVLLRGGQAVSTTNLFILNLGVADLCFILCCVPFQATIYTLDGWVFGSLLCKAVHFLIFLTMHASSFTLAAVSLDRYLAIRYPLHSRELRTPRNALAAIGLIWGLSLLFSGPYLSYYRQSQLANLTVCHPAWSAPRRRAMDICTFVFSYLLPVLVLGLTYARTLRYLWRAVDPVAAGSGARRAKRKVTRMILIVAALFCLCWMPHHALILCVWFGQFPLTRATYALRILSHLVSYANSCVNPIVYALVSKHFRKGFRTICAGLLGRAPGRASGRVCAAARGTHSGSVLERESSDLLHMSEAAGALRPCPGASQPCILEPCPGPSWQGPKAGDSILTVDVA
MRP1 act: H69AR viability gain despite doxorubicin, primary screen, MRP-1 activator project, H69AR cells, CellTiter-Glo; 0.61% of 140,000 active; viability rescue; viability increase, % at 10 µM;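 active = viability gain under doxorubicin at or above a set limit, the compound median plus 3 SD, cut at about 4.7% in these data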;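 note: MRP-1 overexpressing cells given doxorubicin 25 µM after compound pretreatment; 18-22 h compound pretreatment then 72 h with doxorubicin before readout; 0% = doxorubicin-only wells and 100% = vehicle-treated cells without doxorubicin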
PTEN del growth: growth suppression of PTEN-null HCT116, primary screen, cell-based, CellTiter-Glo; HCT116 PTEN-null viability, 60 h; hits give low values; viability, % at 10 µM; 1.2% of 140,000 active;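 active = viability at or below a set limit, 4 SD under the median of all tested compounds, cut at about 3.7% in these data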;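 note: PTEN knockout HCT116 line with beta catenin targeted HCT116 as companion control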
NPY Y2 blocker: NPY-Y2 receptor antagonists, primary screen, cell-based; Neuropeptide Y receptor type 2 (Homo sapiens), P49146; NPY-Y2 expressing cells, antagonist mode; inhibition, % at 2.7 µM; 0.99% of 140,000 active; AID 793, 2007; in the data active = inhibition above about 17%;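 note: 0% = vehicle with agonist challenge and 100% = reference antagonist with challenge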
Target sequence (P49146 whole entry, looked up): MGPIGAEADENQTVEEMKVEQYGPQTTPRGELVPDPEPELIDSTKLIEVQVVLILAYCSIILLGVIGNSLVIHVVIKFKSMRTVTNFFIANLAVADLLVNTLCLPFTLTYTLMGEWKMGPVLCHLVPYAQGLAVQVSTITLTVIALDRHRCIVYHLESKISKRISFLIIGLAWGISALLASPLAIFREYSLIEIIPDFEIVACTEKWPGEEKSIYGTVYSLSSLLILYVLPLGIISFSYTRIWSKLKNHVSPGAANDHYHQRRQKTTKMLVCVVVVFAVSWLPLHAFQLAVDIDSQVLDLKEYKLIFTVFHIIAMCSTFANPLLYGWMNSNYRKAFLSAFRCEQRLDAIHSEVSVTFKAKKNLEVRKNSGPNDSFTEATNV
Phagocyt inh: inhibitors of macrophage phagocytosis, primary screen, imaging, J774A.1 cells, IgG beads; J774A.1 macrophage IgG-bead phagocytosis; inhibition, % at 5 µM; 0.07% of 110,000 active; AID 1029, 2008;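 active = inhibition above the mean of the plate negative controls plus 5 SD, cut at about 13% in these data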;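 note: phagocytic index as fraction of beads internalized from green versus red external bead signal; plate controls were DMSO negative control for no effect and cytochalasin-D positive control for full effect; some results beyond the cut were filed as inactive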
HCT116 bCat-KO: primary screen for growth suppressors in beta-catenin knockout HCT116 cells (colon tumor, human). HCT116 beta-catenin knockout viability, CellTiter-Glo, 60 h; hits give low values. viability, % at 10 µM. 1.5% of 140,000 active. AID 818, 2007;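 active = viability at or under a set limit, the compound median less 4 SD, cut at about 6% in these data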;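 note: 0% = Hyamine 1622 control at 20 µM and 100% = untreated cell control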
E-sel TNF inh: E-selectin induction blockers in HUVEC – imaging, immunofluorescence, high content, primary screen. HUVEC TNFa-induced E-selectin immunofluorescence. inhibition, % at 2 µM. 0.71% of 120,000 active. AID 1246, 2008;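 active = inhibition above the batch mean plus 3 SD, and confirmed as a hit on visual image review, cut at about 43% in these data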;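 note: 0% = TNF-stimulated DMSO wells and 100% = unstimulated control wells; not every result past the cut was called active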
Yeast lifespan up: compounds extending yeast replicative lifespan, primary screen, S. cerevisiae, OD615; inhibition of the nicotinamide effect, % at 10 µM; S. cerevisiae growth with nicotinamide; deaD strain in restrictive glucose medium; 0.68% of 130,000 active;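 active = inhibition above a set limit, placed 3 SD over the median of all compounds, cut at about 26% in these data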;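 note: 0% = nicotinamide-treated wells and 100% = cells grown without nicotinamide; some compounds called inactive have numbers as strong as hits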
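System: DeaD-strain S. cerevisiae / Buffer or medium: CSMM-D, restrictive glucose (dextrose) synthetic minimal medium / Probe or stimulus: nicotinamide, 1.5 mM, co-present with compound / Compound: one concentration, 10 µM, DMSO 0.25% / Incubation: 48 h compound exposure at 30 °C, humidified / Technique: optical density (absorbance) at 615 nm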
Measles CPE: compounds protecting cells from measles virus cytopathic effect, primary screen, measles RdRp inhibitor project, single point, MLSMR library, absorbance; protection (pct of control), % at 4 µM; AID 841, 2007; Measles virus-infected cells, CPE protection; 1.5% of 140,000 active; in the data active = protection mostly above about 24%, no sharp cut-off; inactive = mostly below about 26%; note: some compounds called inactive have numbers as strong as hits
Active calls of the source: *; · = no result given.

SMILES	BB579 growth dn	GALR2 blocker	MRP1 act	PTEN del growth	NPY Y2 blocker	Phagocyt inh	HCT116 bCat-KO	E-sel TNF inh	Yeast lifespan up	Measles CPE
Cc1cc(C)n2nc(SCc3ncc(-c4ccccc4)o3)nc2n1	-18	·	0.3	99	·	-2	92	·	·	17
Cc1ccc(C(=O)COC(=O)c2n[nH]c(=O)c3ccccc23)cc1	-34	-1	0.1	108	6	-2	91	4	-12	6
CC(=O)c1ccc(NC(=O)CCCN2C(=O)/C(=C/C(C)=C/c3ccccc3)SC2=S)cc1	-25	-4	6.1*	5	-1	-5	10	·	2	4
CCN1CCc2nc(NC(=O)c3ccc4c(c3)OCCO4)sc2C1	-10	-7	-1.8	99	3	·	89	-34	-18	7
O=C(OCC#CCSc1nnc(-c2ccccc2)o1)c1cccs1	-28	2	0.1	81	6	-2	90	-48	-5	17
O=C(Cn1cc([N+](=O)[O-])cn1)NCC1CCCO1 (stereo not given)	-14	3	-0.5	97	1	-7	94	-39	12	9
CCOc1ccc(-c2nnc(SCC(=O)N3CCOCC3)o2)cc1	-15	2	-2.0	86	4	-2	80	·	-9	5
COc1ccc(-c2cc(C(F)(F)F)nc(NCc3ccco3)n2)cc1OC	-58	-2	-2.7	90	18*	·	92	·	0	4
CC1(C)CC2CC(C)(CN2C(=S)NC(=O)c2ccccc2Cl)C1 (stereo not given)	-37	-8	-1.8	68	1	-9	77	-20	29*	9
O=C(NC1CCCCC1)N1CCCCCC1	-31	-7	-1.0	99	3	-1	107	-15	-12	5
CCNc1ccc(C(=O)OCC(=O)N2c3ccccc3NC(=O)C2(C)C)cc1[N+](=O)[O-]	-1	8	-2.7	92	0	-3	85	31	0	5
CS(=O)(=O)N(CC(=O)N/N=C/c1cccs1)c1cccc(Cl)c1Cl	-40	3	-2.3	79	3	·	87	-17	-9	10
COc1cc(Cl)c(C)cc1NC(=O)[C@@H]1CCCN1C(=O)c1cccs1	-16	0	-3.9	65	7	-8	79	·	-2	11
CCSc1c(-c2ccccc2)nc2c(C)cccc2c1C(=O)O	-34	7	-0.2	107	3	0	101	-21	-1	8
Cn1cccc1Cc1nnc(SCC(=O)NC2CCCC2)n1-c1ccc(F)cc1	-17	5	0.0	89	1	0	86	-17	-4	17
COc1ccc(C2C3=C(CCCC3=O)Nc3nc(C(F)(F)F)nn32)c(OC)c1OC (stereo not given)	7	13	-2.5	96	-1	5	100	-18	-18	4
CC1(C)C2CCC1(C)C(OC(=O)CSc1nc(N)cc(=O)[nH]1)C2 (stereo not given)	-49	-1	-1.4	95	0	0	92	-27	-16	6
CCCCC(CC)C(=O)NCCCN1CCN(CCCNC(=O)C(CC)CCCC)CC1 (stereo not given)	-45	2	-0.8	88	0	0	101	·	-7	36*
N/C(=N\OC(=O)c1ccc(Cl)c(Cl)c1)c1cccnc1	-17	0	-2.7	81	6	-1	84	-35	-15	4
CC1Cc2ccccc2N1C(=O)CSc1nnnn1C1CCCC1 (stereo not given)	-12	-2	-2.8	106	0	·	94	7	-2	14
C=CCc1cccc2cc(C(=O)Nc3ccc(F)cc3)c(=O)oc12	-30	-6	-3.0	55	4	-4	50	·	-3	20
O=C(CCn1c(=O)[nH]c2ccsc2c1=O)Nc1ccc(F)c(F)c1	-28	-4	1.5	104	4	·	107	·	-21	16
COc1cc(OC)cc(C(=O)Nc2ccccc2N2CCOCC2)c1	-9	10	-3.2	93	5	0	96	33	-19	8
CCC(C)(C)n1nnnc1CN(Cc1ccc(Cl)cc1)Cc1ccco1	-46	-4	-4.2	46	17	0	44	-8	2	10
O=C(OC(C(=O)NC1CCCC1)c1ccccn1)c1cccs1 (stereo not given)	-33	9	-1.3	93	-3	·	84	-7	-5	10
COc1ccc(N2C(N)=C(C#N)C(c3ccsc3)C3=C2CCCC3=O)c(OC)c1 (stereo not given)	0	2	-3.0	86	2	-3	85	·	-1	14
S=c1nc(-c2ccccc2)oc2c1CCCC2	-5	2	-4.3	102	2	·	86	5	-25	4
c1ccc(-c2nnc3n2NC(c2ccc4c(c2)OCO4)S3)cc1 (stereo not given)	-19	-4	-1.5	98	11	-1	104	-30	-12	9
CCN(CC)S(=O)(=O)c1cc(C(=O)NC2=NCCS2)ccc1Cl	7	-4	0.2	107	5	0	104	7	-13	7
Cc1ccc(-c2csc(NC(=O)C3=NN(c4ccccc4)C(=O)CC3)n2)cc1	-39	28*	1.3	35	2	·	41	·	-2	14
COc1cc2c(cc1OC)C(C)N(C(=O)c1cc3c(=O)oc4ccc(C)cc4c3s1)CC2 (stereo not given)	8	-3	-1.0	113	4	·	98	-14	7	7
Cn1c(SCc2c(F)cccc2Cl)nnc1-c1cnccn1	5	11	-0.9	92	5	0	104	·	-8	20
O=C(CCn1c(=O)oc2ccccc21)N(Cc1ccccc1)c1ccccn1	-23	8	-1.8	84	0	·	83	5	·	27
O=C(c1cc2nc(-c3ccccc3)cc(-c3ccccc3)n2n1)N1CCN(C(=O)c2ccco2)CC1	-29	2	-3.6	7	7	0	14	6	-19	1
Cc1ccccc1Cn1c(Cc2ccccc2)nc2ccccc21	-24	13	-0.9	74	5	·	79	-77	-10	2
CCOc1cc(S(=O)(=O)N2CCCCCC2)ccc1F	-11	-9	-0.5	71	1	-1	70	22	-5	2
Cn1c(CC(=O)NC(C)(C)CO)c(Sc2ccccc2)c2ccccc21	-35	-13	-0.5	80	4	-4	91	·	-6	13
CC(=O)N1CCc2cc(S(=O)(=O)Nc3ccccc3N3CCN(C)CC3)ccc21	23	-2	-3.9	87	1	0	86	·	-10	2
CCOC(=O)c1oc2ccccc2c1NC(=O)c1cccs1	-41	3	0.1	92	0	·	101	-10	-11	23
O=C(Nc1nc2ccccc2s1)c1ccc(Cl)s1	-30	1	-1.7	83	0	0	85	-12	-8	0
CCOc1cc(/C=N/NC(=O)c2nn(C)cc2Br)ccc1OCc1ccccc1Cl	-43	5	2.6	80	11	-4	80	-5	-2	3
CC(CSc1nc2ccccc2s1)Cn1c(N2CCCC2)nc2c1c(=O)[nH]c(=O)n2C (stereo not given)	-44	3	-3.4	61	3	0	72	·	7	6
O=C(CCn1c(=S)oc2ccccc21)Nc1ccc2c(c1)OCCO2	-35	8	-1.2	84	6	-1	88	-11	-7	10
O=C(Cn1cccc1C(=O)c1ccccc1)NCc1ccccn1	-28	-6	-1.5	105	4	·	83	15	-5	9
CC(CNC(=O)c1ccc(Br)o1)NC(=O)c1ccc(Br)o1 (stereo not given)	3	-1	-2.7	94	-1	0	92	·	-22	3
CCc1ccc(NC(=O)CSc2nnc(COc3ccc4c(c3)CCCC4)o2)cc1	-7	-17	-3.5	96	2	-1	95	-18	0	2
Cc1ccc(C(=O)CNc2nc3c(c(=O)[nH]c(=O)n3C)n2Cc2ccccc2)cc1	-21	12	1.4	89	0	·	85	3	-8	3
Cc1nc2ccccc2cc1C(=O)N/N=C/c1ccccc1[N+](=O)[O-]	-8	-3	-1.0	104	4	-5	98	8	1	3
CCOC(=O)c1c(NC(=O)c2c(Br)cnn2CC)sc(C)c1C	1	-5	-2.3	87	2	·	100	-2	·	10
Cc1ccc(Oc2nc(C(F)(F)F)nc3ccccc23)cc1	-51	4	-2.4	87	9	-1	84	-17	-23	5
CCCNC(=O)CN(Cc1ccccc1F)S(=O)(=O)c1ccc(C)cc1	-12	-4	-2.8	99	0	-3	100	2	7	4
O=C(O)CCCNS(=O)(=O)Cc1ccccc1	-18	-9	-1.2	97	0	·	98	·	4	20
CC(CN1CCOCC1)OC(=O)COc1ccc(F)cc1 (stereo not given)	5	7	-1.0	109	0	-1	103	12	-5	12
CCn1c(CSCc2ccc(F)cc2)nnc1SCC(=O)N1CCN(c2ccccc2)CC1	-4	-3	1.2	91	4	0	78	-5	-7	5
N#C/C(C(=O)NCc1ccccc1)=C1\SC(CCO)C(=O)N1c1ccccc1 (stereo not given)	-39	2	-2.9	101	0	·	98	-7	-14	3
CCOC(=O)C1=C(C)NC(=O)NC1c1c(OCC(=O)N2CCCCC2)ccc2ccccc12 (stereo not given)	-1	8	-1.6	95	0	0	98	·	-5	5
CCOC(=O)N1CCN(C(=O)CCC(=O)N2CCOc3ccc(C)cc32)CC1	-33	12	-2.6	100	0	-2	84	·	-20	7
C=CCc1ccccc1OCC(O)CNC (stereo not given)	-7	5	-1.6	77	0	-1	83	4	-7	8
CC(C)NC(=O)[C@@H]1C[C@@]1(C)[C@@H](NC(=O)OCc1ccccc1)c1ccccc1	-12	4	-1.9	85	0	·	94	-40	-2	25
COCCN1C=C(C(=O)OC)C(c2cc3c(cc2Br)OCO3)C(C(=O)OC)=C1	-58	3	-2.3	45	2	-5	64	-12	2	10
Later entries:
SMILES	BB579 growth dn	GALR2 blocker	MRP1 act	PTEN del growth	NPY Y2 blocker	Phagocyt inh	HCT116 bCat-KO	E-sel TNF inh	Yeast lifespan up	Measles CPE
Cc1ccc(NC(=S)N=Nc2c(O)n(C)c3ccc(S(=O)(=O)N4CCOCC4)cc23)cc1	-29	-13	-0.8	13	-1	-3	22	·	4	2
Cc1ccc(S(=O)(=O)N(C)Cc2ccc(-c3nnco3)cc2)cc1	-42	-3	-0.5	96	5	·	90	11	3	35
Clc1ccc(-c2c[n+](Cc3ccc(Cl)c(Cl)c3)c3n2CCC3)cc1	-33	0	-0.6	52	5	·	45	15	5	23
COc1ccc(-c2cc(-c3cccs3)nc(OC)c2C#N)cc1OC	-28	2	-4.4	31	6	-1	28	17	-1	20
COc1ccc(-n2nnc3c(SCC(=O)Nc4ccc5c(c4)OCCO5)ncnc32)cc1	-29	8	-4.0	28	3	1	21	·	-2	18
Cc1nn(CC(=O)Nc2ccc(C(=O)N3CCCCC3)cc2)c(=O)c2ccccc12	-27	-3	-1.5	86	-2	0	88	-48	-22	4
COc1ccc(C(=O)Cc2ccc(F)cc2)c(OC)c1	-34	18	0.8	97	4	-3	103	·	-4	12
C/C(=N\NC(=S)NCCc1ccccc1)c1cccs1	-13	12	-1.7	84	12	·	97	·	-5	6
COc1ccccc1NC(=O)CSc1nnc(COc2ccc(Cl)cc2)n1Cc1ccco1	-64	-6	0.3	71	9	1	72	·	5	14
CCOCCCNC(=O)c1c(N)n(-c2ccc(S(N)(=O)=O)cc2)c2nc3ccccc3nc12	-13	-5	-2.3	96	2	0	90	2	-12	10

No enrichment for hits; any-hit rate near 6.1%.
